TTR transcr act – TTR transcription activation, primary screen. SH-SY5Y TTR promoter Gaussia luciferase, luminescence; 100% = recombinant luciferase protein wells. activation, % at 16.7 µM. actives 1.3% (n = 92,000). AID 1117267;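 active = activation above the mean of all tested compounds plus 3 SD, cut at about 9.5% in these data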;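 also: cells exposed to compounds for one day before reading; 0% = median of all test compound wells on the plate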
The depositor's hits bear a star; & = joins results of further samples.

(1) CCN(CC)CCN1C(=O)c2ccccc2NC1c1ccc(Br)cc1 (stereo not drawn)
  TTR transcr act = 0.1
(2) CCN(CC)S(=O)(=O)c1cccc(NC(=O)c2cc3ccccc3o2)c1
  TTR transcr act = -0.7
(3) CCCCCCCCN1C(=O)[C@@H](CC(=O)NCC2CCCCC2)C[C@@]2(C(=O)OC)C1=C[C@H](COCc1ccccc1)O[C@@H]2C
  TTR transcr act = 1.5
(4) O=C(COC(=O)c1cccc(S(=O)(=O)N2CCCCC2)c1)NCc1cccc(Cl)c1
  TTR transcr act = -2.1
(5) COc1cc(Cl)ccc1OCc1cc(C(=O)NCC(C)(C)N2CCOCC2)no1
  TTR transcr act = 0.7
(6) COc1cc(OC)c(N(C)S(=O)(=O)c2cccc(C(=O)NC(C)C3CC4CCC3C4)c2)cc1Cl (stereo not drawn)
  TTR transcr act = 1.8
(7) OCOCCCn1c(C2CCCN2c2nc(-c3ccc(F)cc3)cs2)nc2cc(Cl)c(N3CCCCC3)cc21 (stereo not drawn)
  TTR transcr act = -4.3
(8) O=S1(=O)CC(N2CCCC2)CN1C1CCCC1 (stereo not drawn)
  TTR transcr act = 0.3
(9) COc1ccccc1NC(=O)C(=O)N(c1cccnc1)C(C(=O)NC(C)(C)C)c1ccccc1 (stereo not drawn)
  TTR transcr act = 0.3
(10) O=C(c1cccc(S(=O)(=O)N2CCCCC2)c1)N1CCN(S(=O)(=O)c2ccc(F)cc2)CC1
  TTR transcr act = 2.1
(11) COc1cc(/C=N/Nc2cccc3cccnc23)cc(OC)c1O
  TTR transcr act = -2.2
(12) CCOc1ccc(OCC)c(NC(=O)CN(C)S(=O)(=O)c2ccc3nc(C)sc3c2)c1
  TTR transcr act = -1.8
(13) COc1ccc(CCNC(=O)c2ccco2)cc1
  TTR transcr act = 5.2
(14) CCCNC(=O)CCc1c(C)nc2nc(C)nn2c1C
  TTR transcr act = 0.4
(15) O=C(CCCCCN1C(=O)c2cccc3cccc(c23)C1=O)NCc1cccnc1
  TTR transcr act = -2.0
(16) CCN(CC)S(=O)(=O)c1cc(NC(=O)CCCOc2ccc(C(C)=O)cc2)ccc1C
  TTR transcr act = -4.5
(17) Cn1cc(Br)c(NS(=O)(=O)c2ccc(Cl)s2)n1
  TTR transcr act = 4.9
(18) O=C(O)/C=C/C(=O)Nc1ccc(-n2nccc2C(F)(F)F)cc1
  TTR transcr act = -0.8
(19) O=C(NCc1ccco1)c1c(Cl)cccc1Cl
  TTR transcr act = 1.2
(20) COC(=O)c1ccc(Oc2cc(C)nc(-n3nc(C)cc3C)n2)cc1
  TTR transcr act = 2.0
(21) O=S(=O)(c1ccc2ccccc2c1)n1cccn1
  TTR transcr act = 1.1
(22) CC(C)(C)OC(=O)C[C@@H]1C/C=C\C[C@@H](CC(=O)N(CCO)Cc2ccccc2)C(=O)N2CCC[C@@H]2COC1=O
  TTR transcr act = 2.9
(23) COc1ccc(Cc2c(-c3cccc(Cl)c3)nc3ccc(C)cn23)c(C)c1
  TTR transcr act = 2.2
(24) CCOc1cc(-c2cn(S(=O)(=O)c3cccc4nsnc34)nc2N)cc(OCC)c1OCC
  TTR transcr act = 2.3
(25) O=S(=O)(Nc1cccc(-n2cnnn2)c1)c1cccc(Cl)c1
  TTR transcr act = 1.8

(26) CC(C)(C)S(=O)N1Cc2cc(C(=O)NCC(F)(F)F)nc(-c3cccc(-c4cccc(F)c4)c3)c2[C@@H]1CCO (stereo partly drawn)
  TTR transcr act = -1.4
(27) COc1cc(N=CC2=C(O)c3ccccc3C2=O)cc(OC)c1
  TTR transcr act = -0.8
(28) O=C(CSc1n[nH]c(=O)n1Cc1ccccc1)Nc1ccc(N2CCOCC2)cc1
  TTR transcr act = -0.1
(29) CCOC(=O)c1ccc(N2C(=O)c3n[nH]c(C)c3C2c2ccc(O)cc2)cc1 (stereo not drawn)
  TTR transcr act = -1.2
(30) O=C(c1cccs1)N1CCN(c2ncc(C(F)(F)F)cc2Cl)CC1
  TTR transcr act = -1.5
(31) CCOc1ccccc1C(=O)N[C@H](C(=O)Nc1ccc(OC)c(S(=O)(=O)N2CCOCC2)c1)C(C)C
  TTR transcr act = -1.5
(32) Cc1cc(C(=O)Nc2c(F)c(F)c(F)c(F)c2F)n(-c2ccccc2)n1
  TTR transcr act = -1.6
(33) Cc1ccc(O)c(CNc2cccc(C)n2)c1
  TTR transcr act = 2.1
(34) CN1CCN(CCc2nc3cc(NC(=O)c4ccco4)ccc3n2C)CC1
  TTR transcr act = 1.5
(35) S=C(Nc1ccccc1)Nc1ccc2ccccc2c1
  TTR transcr act = 4.3
(36) N#Cc1cccc(NC(=O)CC2CCCC2)c1
  TTR transcr act = -0.9
(37) O=C(Nc1ccccc1)Nc1cccc(Cl)c1
  TTR transcr act = -2.7
(38) Cc1cc2nc(N=C(N)N)nc(C)c2cc1C
  TTR transcr act = -2.1
(39) O=C(c1ccccc1)c1nn(-c2cccc(Cl)c2)ccc1=O
  TTR transcr act = 5.3
(40) Cc1cc(N2CC(C)OC(C)C2)nc(C(C)C)n1 (stereo not drawn)
  TTR transcr act = -1.0
(41) Cc1ccc(C)c(OCC(=O)NNC(=O)CCN2CCN(c3ccccc3)CC2)c1
  TTR transcr act = 0.0
(42) Cc1cccc(Oc2cc(NC(=O)c3ccccc3)cc([N+](=O)[O-])c2)c1
  TTR transcr act = -4.9
(43) Cc1nnc(SCC(=O)NC(=O)Nc2ccc3c(c2)OCCO3)s1
  TTR transcr act = 1.6
(44) COc1ccc(C=O)cc1Oc1nc(Cl)ncc1F
  TTR transcr act = -1.2
(45) COc1ccc(NC(=O)c2c(NC(=O)CCC(=O)O)sc(-c3ccccc3)c2C)cc1
  TTR transcr act = -1.8
(46) CCOc1ccc(CNS(=O)(=O)c2cccs2)cc1OCC
  TTR transcr act = 3.8
(47) O=C(O)Cc1c(-c2ccccc2Cl)c2cc(Br)ccc2[nH]c1=O
  TTR transcr act = -0.8
(48) Cc1cccc(CNCc2ccccc2)c1
  TTR transcr act = -0.6
(49) Cn1ncc2c(Nc3ccccc3Cl)nc(Nc3ccccc3Cl)nc21
  TTR transcr act = -3.1
(50) CCN1CCN(CC(=O)Nc2ccc3c(c2)OCCO3)C(=O)C1=O
  TTR transcr act = -0.7

(51) c1cnc2c(OCc3nc4ccccc4[nH]3)cccc2c1
  TTR transcr act = -1.0
(52) CCN(CC)c1ccc(/C=N/NC(=O)c2cccc(S(=O)(=O)Nc3ccccc3OC)c2)cc1
  TTR transcr act = -0.7
(53) Cc1ccc(NC(=O)CN(C)C(=O)COc2c(Cl)cc(Cl)c3ccc(C)nc23)cc1
  TTR transcr act = 12.7*
(54) O=C(COC(=O)c1cc(=O)c2ccccc2o1)NC1CCCC1
  TTR transcr act = 0.3
(55) CC1CN(C(=O)c2ccccc2Sc2ccccc2C#N)CC(C)O1 (stereo not drawn)
  TTR transcr act = -1.5
(56) O=C(CCl)Nc1cccc(S(=O)(=O)NC2=NCCC2)c1
  TTR transcr act = -3.5
(57) COc1cccc(C(=O)Nc2cccc(NC(=O)c3cccs3)c2)c1
  TTR transcr act = 2.3
(58) O=C(CCNC(=O)c1ccco1)Nc1ccc(Cl)cc1F
  TTR transcr act = 1.3
(59) COc1ccc(CC(=O)Nc2cccc(-c3cn4ccccc4n3)c2)cc1
  TTR transcr act = -1.1
(60) Cn1ncc2c(NNC(=O)c3ccc(Cl)c(Cl)c3)ncnc21
  TTR transcr act = -2.0
(61) CCOC(=O)c1c(NC(=O)CSc2nnc3ccccn23)sc2c1CCC2
  TTR transcr act = 0.2
(62) Cc1ccc(OCC(O)CN2C(=O)NC(C)(C)C2=O)cc1C (stereo not drawn)
  TTR transcr act = -1.8
(63) Cc1cc(C(=O)N2CCN(Cc3ccc4c(c3)OCO4)CC2)on1
  TTR transcr act = -1.4
(64) O=C(COC(=O)CNC(=O)c1ccccc1)Nc1ccc(Cl)cc1C(F)(F)F
  TTR transcr act = 4.1
(65) O=S(=O)(Cc1ccc(Cl)cc1)NCc1ccc2c(c1)OCO2
  TTR transcr act = -0.5
(66) CCC(C(=O)NC(C)(C)C)n1c(-c2ccc3c(c2)OCO3)nc2ccccc21 (stereo not drawn)
  TTR transcr act = -0.8
(67) CCC1(CC)NC(=O)N(CC(=O)Nc2ccc(-n3cnnn3)cc2)C1=O
  TTR transcr act = 3.2
(68) Cc1cc(C)c(OCCOCCN(C)C)c(Br)c1
  TTR transcr act = 3.0
(69) CCCCCC(=O)N1CCN(CCN=CC2=C(O)CC(c3cccs3)CC2=O)CC1 (stereo not drawn)
  TTR transcr act = -0.2&0.4
(70) CCOC(=O)[C@@H](C)NS(=O)(=O)N(Cc1ccccc1)[C@H](C(=O)OC)C(C)C
  TTR transcr act = 6.3
(71) O=C(CCNC(=O)c1ccco1)Nc1ccccc1N1CCOCC1
  TTR transcr act = 2.8
(72) CNCc1cc(Br)c(OCC(=O)Nc2ccccc2OC)c(OC)c1
  TTR transcr act = 3.6
(73) CN1CCN(c2nc3c(c(=O)[nH]c(=O)n3C)n2Cc2cccc3ccccc23)CC1
  TTR transcr act = -0.3
(74) COc1ccccc1C(=O)NNC1=C(C(=O)C(F)(F)F)CCC1
  TTR transcr act = 7.3
(75) O=C1OC(c2ccc(Br)cc2)=N/C1=C\N1CCCCC1
  TTR transcr act = -0.1

(76) O=C(N[C@@H](CCC/[N+]([O-])=C/c1ccccc1)C(=O)O)OCc1ccccc1
  TTR transcr act = 1.8
(77) CCn1ncc(S(=O)(=O)Nc2cccnc2)c1C
  TTR transcr act = 0.7
(78) CN(C(=O)c1ccc(NC(=O)Cc2cccc(NC(=O)C3CCN(C(=O)CCc4ccccc4)CC3)c2)cc1)C1CC1
  TTR transcr act = 1.3
(79) Cc1ccc(C)c(NC(=O)CSc2nc3c(c(=O)n2C)SC(C)C3)c1 (stereo not drawn)
  TTR transcr act = 1.1
(80) CCOC(=O)[C@]12CCCC3=C1N(CCC3)C(=O)[C@@H](CC(=O)N1CCC(c3ccccc3)CC1)C2
  TTR transcr act = 0.2

Pulled one by one from the entries so far:
(78) CN(C(=O)c1ccc(NC(=O)Cc2cccc(NC(=O)C3CCN(C(=O)CCc4ccccc4)CC3)c2)cc1)C1CC1
  TTR transcr act = 1.3
(76) O=C(N[C@@H](CCC/[N+]([O-])=C/c1ccccc1)C(=O)O)OCc1ccccc1
  TTR transcr act = 1.8
(77) CCn1ncc(S(=O)(=O)Nc2cccnc2)c1C
  TTR transcr act = 0.7

Molecules listed so far containing fluorine (ten):
(7) OCOCCCn1c(C2CCCN2c2nc(-c3ccc(F)cc3)cs2)nc2cc(Cl)c(N3CCCCC3)cc21 (stereo not drawn)
  TTR transcr act = -4.3
(10) O=C(c1cccc(S(=O)(=O)N2CCCCC2)c1)N1CCN(S(=O)(=O)c2ccc(F)cc2)CC1
  TTR transcr act = 2.1
(18) O=C(O)/C=C/C(=O)Nc1ccc(-n2nccc2C(F)(F)F)cc1
  TTR transcr act = -0.8
(26) CC(C)(C)S(=O)N1Cc2cc(C(=O)NCC(F)(F)F)nc(-c3cccc(-c4cccc(F)c4)c3)c2[C@@H]1CCO (stereo partly drawn)
  TTR transcr act = -1.4
(30) O=C(c1cccs1)N1CCN(c2ncc(C(F)(F)F)cc2Cl)CC1
  TTR transcr act = -1.5
(32) Cc1cc(C(=O)Nc2c(F)c(F)c(F)c(F)c2F)n(-c2ccccc2)n1
  TTR transcr act = -1.6
(44) COc1ccc(C=O)cc1Oc1nc(Cl)ncc1F
  TTR transcr act = -1.2
(58) O=C(CCNC(=O)c1ccco1)Nc1ccc(Cl)cc1F
  TTR transcr act = 1.3
(64) O=C(COC(=O)CNC(=O)c1ccccc1)Nc1ccc(Cl)cc1C(F)(F)F
  TTR transcr act = 4.1
(74) COc1ccccc1C(=O)NNC1=C(C(=O)C(F)(F)F)CCC1
  TTR transcr act = 7.3

Bioassay records as filed in PubChem BioAssay.

Only part of the results is shown; the hit share may differ from the screen's.
